# GALK inhibitor: galactokinase (human) inhibition. Purified GALK, Kinase-Glo residual ATP luminescence. 0.007% of 270,000 active. Potency, µM (highest dose often 57.5 µM), inactives show top-dose activity change, negative = inhibition, usual class: inhibitors. P51570; also: potency is read from the fitted curve at half-maximal effect; % is scaled to controls: 0 for no effect and ±100 for the full control effect
#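 GALK at 5 nM final was combined with compound, 35 uM ATP and 100 uM galactose in HEPES pH8.0 with MgCl2 and DTT. The reaction ran one hour at room temperature before luminescent ATP detection.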
# FBPA coupling cs: counter-screen for Giardia aldolase inhibitors: coupling enzyme system | 0.67% of 290,000 active | activity change, negative = inhibition, % at 58.2 µM, hits read low | AID 2472 | coupling enzyme system counterscreen, AmpLite Red fluorescence; in the data active = activity change below about -30%; also: % is scaled to controls: 0 for no effect and ±100 for the full control effect
#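 Fluorescence at 525 nm excitation and 598 nm emission measured inhibition of the coupled detection system without aldolase. Compounds (at 57.5 uM final) were preincubated 10 min at room temperature with coupling enzyme reagent before a 20 min substrate/AmpLite Red step.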
# Tb PFK inh: T. brucei PFK enzyme inhibition | 0.17% of 330,000 active | AID 485367 | T. brucei PFK, ADP-Glo luminescence | Potency, µM (series often up to 57.5 µM), for the others: at the top dose activity, negative = inhibition, hits mostly inhibitors;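 also: potency is read from the fitted curve at half-maximal effect; 0% = uninhibited 1x PFK enzyme wells and -100% = no-enzyme wells; nearly all actives have a fitted effect of over 60% in size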
#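 Activity is normalized to no-enzyme wells (full inhibition) and 1.25 nM enzyme wells (no inhibition). Reaction: 0.5 mM F6P, 0.1 mM ATP, 45 min RT, ADP-Glo luminescence; concentration-response curves fitted and classed by quality.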
# TSHR antagonist: human thyrotropin receptor antagonism; TSHR-expressing cells, TSH-stimulated cAMP HTRF, 2 h; hits give low values; activity change, negative = inhibition, % at 11.5 µM; 0.2% of 330,000 active; P16473;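 active = activity change below a set negative limit, meaning inhibition stronger than a set level, cut at about -70% in these data; inconclusive = activity change between two set negative limits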; also: % is scaled to controls: 0 for no effect and ±100 for the full control effect
#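 TSHR-expressing cells were treated with compounds, then stimulated with TSH at EC80 (4nM final) for 2 hours at 37 deg C. Cellular cAMP was measured by HTRF competition between lysate cAMP and cAMP-d2 for a cryptate-labelled anti-cAMP antibody.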
# KCNH2 WT inh: KCNH2 (human, wildtype) channel inhibition; Q12809; U2OS, BacMam KCNH2, thallium flux FluxOr; hits give low values; activity change, % at 1.84 µM; 0.37% of 340,000 active;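 active = maximum activity change below -70%; inconclusive = maximum activity change between -70% and -50%; inactive = maximum activity change above -50%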; also: % is scaled to controls: 0 for no effect and ±100 for the full control effect
# Target sequence (Q12809 whole entry, looked up): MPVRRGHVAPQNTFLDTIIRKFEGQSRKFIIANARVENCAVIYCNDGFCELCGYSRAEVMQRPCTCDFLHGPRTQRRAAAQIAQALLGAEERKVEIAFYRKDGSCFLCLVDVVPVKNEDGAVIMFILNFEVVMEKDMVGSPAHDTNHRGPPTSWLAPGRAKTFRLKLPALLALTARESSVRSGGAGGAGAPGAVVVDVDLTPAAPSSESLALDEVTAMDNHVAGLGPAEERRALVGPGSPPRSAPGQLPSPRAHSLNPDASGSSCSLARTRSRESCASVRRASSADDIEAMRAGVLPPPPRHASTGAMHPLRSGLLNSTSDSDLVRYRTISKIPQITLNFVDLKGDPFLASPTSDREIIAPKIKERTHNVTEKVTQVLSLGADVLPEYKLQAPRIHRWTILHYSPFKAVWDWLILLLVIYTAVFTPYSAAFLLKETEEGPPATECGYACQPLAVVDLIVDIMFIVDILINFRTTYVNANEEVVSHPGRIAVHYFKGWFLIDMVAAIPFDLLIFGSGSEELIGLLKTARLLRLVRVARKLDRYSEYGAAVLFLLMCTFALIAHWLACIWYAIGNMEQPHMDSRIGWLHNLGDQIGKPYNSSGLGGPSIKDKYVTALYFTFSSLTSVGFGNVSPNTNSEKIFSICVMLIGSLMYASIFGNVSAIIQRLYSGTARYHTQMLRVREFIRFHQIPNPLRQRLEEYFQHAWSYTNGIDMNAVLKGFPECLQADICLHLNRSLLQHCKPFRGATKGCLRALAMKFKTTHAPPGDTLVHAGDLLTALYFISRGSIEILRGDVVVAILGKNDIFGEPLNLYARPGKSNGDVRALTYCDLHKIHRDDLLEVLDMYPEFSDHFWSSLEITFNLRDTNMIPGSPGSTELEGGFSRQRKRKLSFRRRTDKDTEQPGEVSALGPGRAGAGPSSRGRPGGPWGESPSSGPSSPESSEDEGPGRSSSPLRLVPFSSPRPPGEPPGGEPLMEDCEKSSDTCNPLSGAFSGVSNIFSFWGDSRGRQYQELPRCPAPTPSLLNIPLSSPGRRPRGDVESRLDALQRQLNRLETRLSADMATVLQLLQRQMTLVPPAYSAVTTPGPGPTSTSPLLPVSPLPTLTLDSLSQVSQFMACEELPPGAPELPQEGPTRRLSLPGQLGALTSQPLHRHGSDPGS
#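 U2OS cells were transduced with wild-type KCNH2 virus (2.03 x 10^8 / mL) for 4 h at room temperature, then cultured overnight at 37 C. Thallium flux was read with FluxOr dye. Rate constants were normalized to DMSO controls.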
# Chronic BCR inh: inhibitors of chronic active B-cell receptor signaling | Potency, µM (titrated, usually from 46.1 µM), for inactives: at the highest dose ratio change, negative = lower green/red ratio, usual class: inhibitors | AID 493014 | 0.05% of 340,000 active | ABC-DLBCL IkBa-CBG/CBR reporter, luminescence ratio, 4 h; active = well fitted inhibition curve with a large enough effect in the signal ratio, with a control signal flat, not every such curve was filed as active; inconclusive = small, poorly fitted or top-dose-only effect, or effect the other way, or a change in a side signal; the % refers to the signal ratio;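 also: potency is read from the fitted curve at half-maximal effect; plate controls were basal doxycycline-induced cells for no effect and cells given 10 µM MG132 for full effect; MG132 reads +100%, hits lower the ratio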
#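 Concentration-response series (up to 46 uM) were applied to TMD8 dual-reporter cells for 4 h at 37C with doxycycline. Green/red ratio, after filter-overlap correction, defined %Activity; red signal alone was normalised to basal cells and zero luminescence.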
# MLL CXXC-DNA inh: inhibitors of human MLL CXXC domain-DNA interaction | Q03164 | MLL-CXXC / FITC-HOXA9 DNA fluorescence polarization | Potency, µM (doses to about 115 µM), without a hit: at the highest dose activity change, negative = inhibition, most hits filed as inhibitors | 0.037% of 290,000 active | AID 2662; active = well fitted inhibition curve with a large enough effect in the polarisation, with a control signal flat, not every such curve was filed as active; inconclusive = small, poorly fitted or top-dose-only effect, or effect the other way, or a change in a side signal; inactive = no such curve, though single readings can be large or run the other way; the % refers to the polarisation; also: potency is read from the fitted curve at half-maximal effect
#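 Purified MLL-CXXC (added from a 7 uM solution) was preincubated 5 min at ambient with pinned compounds in 50 mM Tris-HCl pH 7.5, 50 mM NaCl, 1 mM DTT, 0.05% BSA. Fluorescein-labeled HOX-A9 DNA (50 nM solution) followed, 30 min, then polarization read.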
# Giardia killer: Giardia lamblia killing. Giardia lamblia trophozoite viability. activity change, % at 7.66 µM, hits read low. 0.15% of 340,000 active. AID 540267; in the data active = activity change below about -80%; inconclusive = between about -30% and that limit;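 also: parasites exposed to compound for two days anaerobically before the ATP read; % is scaled to controls: 0 for no effect and ±100 for the full control effect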
#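 Luminescent ATP signal served as the viability read-out, measured 15-30 min after adding ATP detection reagent to trophozoites that had been incubated with compounds for 48 hrs at 37 deg C anaerobically at 100 cells/well.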
# AT treatment: potential ataxia-telangiectasia treatments restoring KAP-1 phosphorylation | 0.19% of 320,000 active | […] A-T fibroblasts, KAP-1 phosphorylation AlphaLISA; neocarzinostatin DNA damage 30 min before lysis | AID 485349 | Potency, µM (series often up to 57.5 µM), without a hit: top-dose activation, actives largely listed as activators; also: potency is read from the fitted curve at half-maximal effect; % of control where 0% means no effect; nearly all actives have a fitted effect of over 45% in size
#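 hTERT-immortalized A-T patient fibroblasts ([…]), 500 cells/well in OPTI-MEM, 1% FBS, got compounds for 60 min, then NCS for 30 min at 37C. Lysates were then assayed for phospho-KAP-1 by AlphaLISA (anti-pKAP1 donor, anti-KAP1 acceptor beads), 6 hr at 25C.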
# TCR activator: activates T cell receptor signaling; 330,000 tested, under 10 active; primary human leukocytes, anti-CD3, IL-2 HTRF, 48 h; Potency, µM (highest dose often 9.22 µM), for inactives: top-dose activation of IL-2 secretion, most hits filed as activators; also: % of control where 0% means no effect
#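 TCR engagement came from a-CD3 beads alone, with compounds added to primary human leukocytes for 48 hr. Secreted IL-2 bridged europium cryptate- and d2-labelled anti-IL-2 antibodies, giving FRET emission at 665nm after 320nm excitation.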
# An asterisk follows results filed as active; ? = inconclusive; . = not tested or not shown; [ ] = dose if it differs, or a comment. Unless noted, calls follow the shape of the dose curve; as a rule, active = well fitted curve in the direction sought with a large enough effect; inconclusive = small, poorly fitted or top-dose-only effect, or another doubt; inactive = no such curve, though single readings can be large; an effect the other way counts as inactive or inconclusive.
# Fields: GALK inhibitor	FBPA coupling cs	Tb PFK inh	TSHR antagonist	KCNH2 WT inh	Chronic BCR inh	MLL CXXC-DNA inh	Giardia killer	AT treatment	TCR activator
O=C(O)c1cccc(C(=O)Cc2ccccc2)c1
  5%	5	-5%	-3	-1	?	-1%	-20	-3%	0%
CCOC(=O)C1=C(COC(=O)Cc2ccccc2)NC(=O)NC1C (configuration not stated)
  -3%	.	-3%	-9	1	1%	7%	20	2%	-3%
CC12CCC(C(=O)Nc3cc(Cl)ccc3Cl)(C/C1=N\O)C2(C)C (configuration not stated)
  -1%	2	0%	-3	-10	-4%	-3%	4	1%	5%
CCC(C)(C)NC(=S)Nc1ccc(-c2nc3ccc(C)cc3s2)cc1
  0%	4	-1%	-2	-1	0%	15%	-2	-5%	-8%
CC1(NC(=O)c2cccc(S(=O)(=O)N3CCCc4ccccc43)c2)CCS(=O)(=O)C1 (configuration not stated)
  .	.	-6%	-4	-1	?	.	35[activator]	-1%	-7%
O=C(Nc1ccc2c(c1)OCCO2)c1ccc(Cl)c(Cl)c1
  -4%	-7	?	-9	-1	?	3%	15	2%	-6%
Cc1cc2nc(NCCCO)n(CC(=O)c3cc(C(C)(C)C)c(O)c(C(C)(C)C)c3)c2cc1C
  .	.	-10%	-6	13	0%	.	-2	4%	-4%
COc1ccc2c(c1OC)C(=O)NC(C)=C(C(=O)OC(C)(C)C)C2O (configuration not stated)
  1%	-6	11%	20	15	?	24%	-8	2%	.
CC(=O)c1c(O)cc(O)cc1CC(=O)O
  -2%	0	3%	-9	0	-6%	?	-6	8%	-2%
Nc1ccc2nc(-c3ccc(-c4nc5ccc(N)cc5[nH]4)cc3)[nH]c2c1
  1%	-1	?	-7	7	12%	6%	-15	12%	-17%
COc1cc(OC)c(OC)cc1CN(C)CCc1ccccn1
  -2%	2	0%	-1	-4	?	1%	1	-3%	6%
N=C(N=C(N)N)N1CCc2ccccc21
  2%	0	-1%	11	11	1%	2%	-1	-4%	-1%
COc1ccc(CCNC(=O)COC(=O)c2cc(S(=O)(=O)N3CCCC3)ccc2O)cc1
  .	.	0%	5	-2	-2%	.	29	-19%	-2%
CCN(CC(=O)Nc1ccc(NC(C)=O)cc1)C(=O)c1cccc2ccccc12
  .	.	-3%	5	-14	?	.	-23	-1%	6%
O=C(Nc1ccccc1)N1CCc2c([nH]c3ccccc23)C1C(F)(F)F (configuration not stated)
  1%	2	-1%	-4	-2	-11%	-5%	-5	5%	1%
Cc1cc(=O)[nH]c(SCC(=O)NCCc2ccccc2)n1
  2%	6	-2%	5	1	?	1%	2	.	-2%
Cc1cc(C)c2c(CC(=O)Nc3nccs3)coc2c1
  0%	-2	0%	-14	10	8%	-1%	-15	.	8%
COc1cccc(N2CCN(Cc3cccnc3)CC2)c1
  3%	-4	-1%	-5	-18	6%	-4%	-1	11%	-2%
COc1ccc(S(=O)(=O)N2CCN(c3nc(C)cc(C)n3)CC2)cc1
  -1%	0	-2%	3	10	-1%	?	-18	-13%	3%
Fc1ccc(-n2nnc(-c3ccccc3Cl)n2)cc1
  7%	-9	1%	-8	-3	?	2%	2	1%	3%
CCN(CC)C(=O)c1cnn(-c2ccccc2)c1NC(=O)c1cccs1
  0%	2	0%	-3	-15	11%	-3%	-14	-1%	4%[46.1 µM]
COc1cc(/C=C/C(=O)O)cc(S(=O)(=O)Nc2ccccc2SC)c1OC
  -1%	4	1%	-4	2	-12%	-5%	2	6%	13%[46.1 µM]
CC(Cc1cccnc1)NC(=O)CCc1nnc(-c2ccccc2)o1 (configuration not stated)
  5%	1	0%	-2	-4	-14%	-9%	11	8%	-9%
N/N=C/C(=N\Nc1ccc(Cl)cc1)C(=O)c1ccncc1
  6%	0	0%	-6	9	?	1%	-10	-15%	-2%
CC(Sc1nnc(C(F)(F)F)n1C)C(=O)NC(N)=O (configuration not stated)
  0%	1	4%	6	-3	5%	-4%	-20	-2%	-2%
CS(=O)(=O)N1CCN(c2ccc(NC(=S)NC(=O)c3ccc4c(c3)OCO4)cc2)CC1
  15%	3	-4%	-10	28	-10%	-5%	33[activator]	0%	4%
COc1cc(OC)cc(C(=O)Nc2ccc(S(=O)(=O)N(C)C)cc2)c1
  -1%	0	0%	6	-32	-2%	0%	4	2%	-6%
CC(=O)c1cccc(NC(=O)CSc2nnc(-c3cccnc3)o2)c1
  -1%	-4	4%	1	0	-7%	2%	0	-3%	-9%[46.1 µM]
COCCNc1oc(/C=C/c2ccccc2OC)nc1S(=O)(=O)c1ccccc1
  4%	0	1%	-7	4	6%	-5%	1	27%	-18%
CCOC(=O)N1CCN(C(=O)c2ccc3nc4ccc(Cl)cc4c(=O)n3c2)CC1
  2%	2	-5%	-3	34	?	5%	1	5%	-1%
COC(=O)CNc1nc(C2CC2)nc2c1nnn2Cc1ccccc1Cl
  1%	3	1%	23	4	11%	3%	-7	-2%	0%[46.1 µM]
O=C(Nc1ccccc1)N(Cc1ccccc1)C1=NCCS1
  -1%	0	-2%	1	2	0%	6%	23	2%	6%
Cc1ccc(S(=O)(=O)c2cc3c(=O)n4cccc(C)c4nc3n(CC3CCCO3)c2=N)cc1 (configuration not stated)
  5%	4	2%	1	.	6%	5%	.	5%	.
CC(C)CN1CCN(CC#Cc2ccccc2)CC1CCO (configuration not stated)
  3%	1	-1%	10	3	?	9%	0	-2%[11.5 µM]	14%
O=[N+]([O-])c1ccccc1CNC1CCCc2ccccc21 (configuration not stated)
  1%	-1	-6%	0	-5	-7%	4%	-19	5%	-5%
Cc1cc(C)c2c(-n3cccc3)c(C(=O)O)sc2n1
  0%	3	4%	16	-12	?	-7%	-8	-2%	.
Cc1occc1-c1nnc(SCC(=O)N(C)CCC#N)n1N
  0%	0	4%	1	-2	16%	3%	-5	-2%	1%
O=C(CSc1nc2ccc([N+](=O)[O-])cc2[nH]1)c1ccc2ccccc2c1
  -3%	-4	1%	-17	1	13%	18%	7	-3%	3%
O=C(NCCc1ccc(Cl)cc1)c1ccc2c(c1)OCO2
  4%	2	2%	4	-3	?	?	5	-4%	0%
CCN1CCN(C(=O)C(NS(=O)(=O)c2ccc3nc(C)sc3c2)C(C)C)CC1 (configuration not stated)
  3%	-1	1%	-5	5	9%	-1%	1	3%	-8%
Cc1ccc(Cn2c(CN3CCN(C(=O)c4ccco4)CC3)nc3c2c(=O)n(C)c(=O)n3C)cc1
  0%	-2	-4%	-4	-5	4%	0%	-6	5%	5%
O=C(NNC(=S)NCCCN1CCOCC1)c1ccncc1
  0%	2	-1%	3	4	1%	-16%	-1	-6%	-11%
O=C(CC1C(=O)NCCN1C1CCCC1)NCc1cccc(OC(F)(F)F)c1 (configuration not stated)
  6%	1	-14%	1	-6	-1%	0%	8	12%	.

# 4 entries from above, field by field:
molecule: O=C(NCCc1ccc(Cl)cc1)c1ccc2c(c1)OCO2
  GALK inhibitor: 4% | FBPA coupling cs: 2 | Tb PFK inh: 2% | TSHR antagonist: 4 | KCNH2 WT inh: -3 | Chronic BCR inh: ? | MLL CXXC-DNA inh: ? | Giardia killer: 5 | AT treatment: -4% | TCR activator: 0%

molecule: CC(C)CN1CCN(CC#Cc2ccccc2)CC1CCO (configuration not stated)
  GALK inhibitor: 3% | FBPA coupling cs: 1 | Tb PFK inh: -1% | TSHR antagonist: 10 | KCNH2 WT inh: 3 | Chronic BCR inh: ? | MLL CXXC-DNA inh: 9% | Giardia killer: 0 | AT treatment: -2%[11.5 µM] | TCR activator: 14%

molecule: CC(Sc1nnc(C(F)(F)F)n1C)C(=O)NC(N)=O (configuration not stated)
  GALK inhibitor: 0% | FBPA coupling cs: 1 | Tb PFK inh: 4% | TSHR antagonist: 6 | KCNH2 WT inh: -3 | Chronic BCR inh: 5% | MLL CXXC-DNA inh: -4% | Giardia killer: -20 | AT treatment: -2% | TCR activator: -2%

molecule: O=[N+]([O-])c1ccccc1CNC1CCCc2ccccc21 (configuration not stated)
  GALK inhibitor: 1% | FBPA coupling cs: -1 | Tb PFK inh: -6% | TSHR antagonist: 0 | KCNH2 WT inh: -5 | Chronic BCR inh: -7% | MLL CXXC-DNA inh: 4% | Giardia killer: -19 | AT treatment: 5% | TCR activator: -5%

# From PubChem
